Peg3 prom inh: reduces Peg3 promoter-driven luciferase expression in HeLa. HeLa PEG-Prom luciferase reporter, luminescence, overnight. inhibition, % at 20 µM. 1.7% of 360,000 active. AID 588405;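 active means inhibition of at least 50% at 20 µM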
KKLEB tox: counter-screen for CF NF-kB inhibitors: cytotoxicity; activity change (cytotoxicity), % at 5 µM; KKLEB CF airway cells viability, ATPlite luminescence, overnight; hits give low values; cells stimulated with P. aeruginosa culture filtrate; 0.36% of 360,000 active;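 active means corrected activity change at or below -50% at 5 µM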
C8 TRAIL sens: sensitizes caspase-8 expressing cells to TRAIL. NB7+C8 cells + TRAIL, ATPlite viability luminescence. inhibition (viability loss, TRAIL sensitization), % at 10 µM. 1% of 360,000 active. AID 624354;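 active means compounds causing at least 50% loss of cell viability in the single-dose screen, relative to plate controls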
hiPSC survival: hiPSC single-cell survival enhancement | ATPlite luminescence; 100% = ROCK inhibitor wells, 0% = DMSO | survival enhancement, % at 20 µM | 0.044% of 360,000 active; in the data active means survival enhancement above about 18%;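 further: cells exposed to compounds for 16 hours before the ATP read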
HIF-2a inh: HIF-2a inhibition; 786-0 RCC cells HIF-2a reporter, luciferase luminescence, overnight; inhibition, % at 18.8 µM; 0.72% of 360,000 active; AID 624352;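 active means inhibition of the luminescence signal of 40% or more relative to plate controls, in a single-dose primary screen at 18.75 µM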
EBV LMP1 NFkB: reduces LMP1-driven NF-kappaB luciferase signal; LMP1-induced NF-kappaB luciferase reporter cells, luminescence; inhibition, % at 12.5 µM; 0.69% of 350,000 active; AID 504558; in the data active means inhibition above about 41%;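 further: 0% = neutral control wells and 100% = reference inhibitor control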
NR2E3 ag-1: NR2E3 (human) agonism. AID 2300. Q9Y5X4. inhibition of corepressor binding, % at 4.78 µM. GST-NR2E3/biotin-RetCOR TR-FRET, 1536-well. 0.12% of 320,000 active;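 active means percent inhibition above the cutoff of mean plus 3 SD of all tested compounds, set per screening campaign, cut at about 20% in these data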;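 further: 0% = DMSO wells and 100% = biotin wells as full block of FRET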
Target sequence (Q9Y5X4 whole entry, looked up): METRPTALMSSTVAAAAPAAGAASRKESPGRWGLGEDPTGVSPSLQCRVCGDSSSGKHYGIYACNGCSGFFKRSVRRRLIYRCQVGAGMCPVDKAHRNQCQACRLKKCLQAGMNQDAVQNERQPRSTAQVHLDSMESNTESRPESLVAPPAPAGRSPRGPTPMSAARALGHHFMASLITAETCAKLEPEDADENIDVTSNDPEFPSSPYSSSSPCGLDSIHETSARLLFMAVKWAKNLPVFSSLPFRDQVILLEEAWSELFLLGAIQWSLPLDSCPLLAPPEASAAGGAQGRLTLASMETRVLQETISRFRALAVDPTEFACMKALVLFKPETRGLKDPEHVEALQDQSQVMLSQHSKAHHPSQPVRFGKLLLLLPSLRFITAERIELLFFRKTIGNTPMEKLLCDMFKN
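system = GST-tagged NR2E3 plus biotinylated RetCOR corepressor | input = 1.35 nM GST-NR2E3 | also added = 7 nM biotin-RetCOR | schedule = 5 h incubation at 4 °C | measured by = TR-FRET with europium anti-GST and streptavidin-D2, 340 nm excitation | read-out = percent loss of FRET ratio relative to control wells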
MITF TRPM1 inh: reduces MITF-dependent TRPM1 promoter luciferase signal | SK-MEL-5 TRPM1 promoter luciferase, 24 h | inhibition, % at 12.5 µM | 0.83% of 330,000 active | AID 488899;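 active means mean inhibition across replicates of 60% or more, whatever share of single replicates reaches that level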; further: values of inactives mirror those of a sister screen read the other way
Shn3 inh set2: inhibitors of Schnurri-3 3'UTR reporter in osteoblasts; Clone20 osteoblast Shn3 3'UTR firefly luciferase, 24 h; inhibition, % at 12.5 µM; 0.52% of 360,000 active; AID 588674;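 active means mean inhibition of at least 75% with every replicate also reaching 75%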;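 further: 0% = median of neutral control wells and 100% = pilot-screen positive control compound; some compounds past the cut are filed as inactive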
CF NFkB inh: blocks PAF-induced NF-kB reporter in cystic fibrosis cells; inhibition, % at 5 µM; KKLEB NF-kB-GFP reporter, GFP fluorescence overnight; 0.86% of 360,000 active; AID 588850;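 active means at least 50% inhibition at 5 µM, scaled per plate between neutral and stimulator controls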;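 further: PAF is a Pseudomonas aeruginosa culture filtrate used as stimulus; plate controls were PAF-stimulated DMSO wells for no effect and unstimulated DMSO wells for full effect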
NR2E3 ag-2: activates human NR2E3 receptor | Q9Y5X4 | CHO-S Gal4-NCOR/VP16-NR2E3 two-hybrid, luciferase | inhibition of corepressor binding, % at 3.98 µM | 0.35% of 360,000 active | AID 602229;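 active means inhibition above the mean of all tested compounds plus 3 SD, cut at about 70% in these data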;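 further: 0% = DMSO with NR2E3 transfected cells and 100% = cells lacking NR2E3 construct; higher means lower luciferase signal from less NR2E3 corepressor binding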
The depositor's hits bear a star; x = no result given. Some of the compounds tested; the hit share may differ from the screen's.

SMILES	Peg3 prom inh	KKLEB tox	C8 TRAIL sens	hiPSC survival	HIF-2a inh	EBV LMP1 NFkB	NR2E3 ag-1	MITF TRPM1 inh	Shn3 inh set2	CF NFkB inh	NR2E3 ag-2
OC(c1cccc(Cl)c1)c1nc(-c2ccc(Cl)cc2)cs1 (configuration not stated)	33.0	18.6	0.6	1.2	-12.0	x	x	x	-3.1	-66.8	-32.0
CCc1cc(CNC(=O)CC2C(=O)NCCN2Cc2ccccc2C(F)(F)F)on1 (configuration not stated)	-3.0	-0.7	21.1	-0.7	7.8	-1.9	0.8	-5.0	-12.9	0.5	4.8
COc1ccc(C(=O)N/N=C/c2ccc3cccc(O)c3n2)cc1	-36.2	7.5	13.2	-0.2	-18.3	-7.5	1.2	2.0	-6.4	-34.9	-27.8
COc1ccc(Nc2nc(CC(C)=O)ns2)cc1OC	6.1	-7.5	0.1	6.3	-12.2	0.3	-0.8	-3.4	-12.8	-3.7	6.1
O=C(CN1C(=O)NC2(CCc3ccccc32)C1=O)Nc1ccccc1C(F)(F)F (configuration not stated)	-0.2	8.4	4.7	6.9	8.0	1.3	-2.6	-6.6	18.2	2.8	-16.4
O=C(COC(=O)c1ccc(Cl)nc1)NCCc1ccc(F)cc1	3.5	-9.0	-5.3	-0.4	-5.6	1.4	x	-4.1	3.0	4.0	1.0
Cc1ccc(CCc2nnc(SCC(=O)Nc3cccc(Cl)c3)n2-c2ccccc2)o1	10.1	1.4	1.3	0.8	13.0	3.1	-0.4	13.7	18.5	5.1	-20.5
O=C(CN1C(=O)NC2(CCCC2)C1=O)N1CCN(S(=O)(=O)c2cccc(F)c2)CC1	5.5	-9.4	-8.1	-0.1	6.1	-3.0	-2.3	6.0	-4.6	8.8	-22.8
COc1ccc(OC)c(NC(=S)NCC(c2cccnc2)N2CCOCC2)c1 (configuration not stated)	13.2	7.0	-11.3	0.9	13.8	-2.1	0.9	8.7	8.3	-7.0	2.8
CC(=O)NC1CC2CCC(C1)N2Cc1ccc(C)cc1 (configuration not stated)	1.0	-3.7	-3.7	1.9	13.3	10.6	-1.6	48.2	-1.4	6.5	-9.4
O=S(=O)(CC(O)(c1ccccc1)c1ccccc1)CC(O)(c1ccccc1)c1ccccc1	11.8	-5.8	4.1	-2.8	18.3	3.1	x	11.8	6.8	10.3	4.5
NC(=O)C1CC12c1ccccc1-c1ccccc12 (configuration not stated)	5.3	-3.0	16.1	0.1	7.3	-13.6	2.6	-1.6	0.7	5.0	-33.1
O=C(NC(=S)NNC(=O)c1ccc(Cl)cc1Cl)c1cccnc1	-16.2	2.4	13.5	1.9	-2.8	2.4	-0.9	3.4	-8.8	-6.6	3.2
O=C(Nc1ccccc1C(=O)Nc1nccs1)c1ccccc1	31.0	5.5	43.5	-0.6	-1.0	x	x	x	8.8	-15.9	-9.9
COC(=O)c1ccc(COc2ccccc2/C=C(\C#N)C(=O)Nc2ccc(C)cc2)cc1	-235.9	-38.8	0.4	1.2	-174.4	-25.7	2.5	-19.3	-93.9	30.2	-39.7
Cc1c(CN2CCC(C)CC2)c(=O)n(-c2ccccc2)n1C	3.5	4.4	-23.3	-2.7	-1.2	4.4	3.3	-2.1	-12.9	-27.3	-24.9
O=C1C=C(Nc2ccccc2)C(=O)c2ccccc21	-188.8	-8.5	47.2	-2.4	-163.5	-22.6	-4.9	49.4	-67.4	60.2*	-142.4
CCOC(=O)c1c(NC(=O)Nc2ccccc2)sc(C)c1C	-8.5	-6.4	10.9	-0.7	-8.5	5.8	1.2	-3.9	16.9	15.9	-16.8
Cc1ccc2c(c1)c(N=Nc1cccc(C(=O)O)c1)c(O)n2C	-26.6	6.7	1.9	0.9	-24.7	2.4	0.2	-5.0	12.6	-19.0	-32.5
O=C(Nc1nccs1)C1CCN(S(=O)(=O)c2cccs2)CC1	5.9	7.8	-6.3	-0.6	12.9	-2.3	5.0	0.1	2.6	-11.5	6.5
O=[N+]([O-])c1cc(S(=O)(=O)N2CCCC2)ccc1SCCO	7.3	-7.0	1.2	-0.3	10.7	-1.2	-1.7	-2.9	8.4	13.9	6.0
CCN(CC)CCNc1nc2c(c(=O)[nH]c(=O)n2C)n1CC(O)COc1ccc(Cl)cc1Cl (configuration not stated)	-1.5	4.6	-6.2	-0.5	8.1	1.7	-1.4	-3.1	-2.1	-13.5	2.3
COc1ccc(-c2nc3c(c4nnc(SC(C)C(=O)Nc5ccccc5)n24)COC(C)(C)C3)cc1 (configuration not stated)	-7.2	3.3	-2.5	2.2	11.6	-3.3	1.3	-2.5	6.9	-1.8	-2.6
CCN(CC(=O)Nc1c(F)cccc1F)C(=O)c1cc(S(=O)(=O)NCc2ccccc2)ccc1C	10.7	3.0	6.3	-0.5	-3.7	1.2	1.0	0.6	-0.6	-1.3	9.0
CN1CCN(c2nc(-c3cccs3)cs2)CC1	-59.1	10.1	3.9	-0.7	-32.9	-14.4	1.6	-27.5	-30.5	2.2	-26.1
Cn1cccc1C(=O)NNC(=O)COc1ccccc1Cl	-79.0	-0.8	-8.4	0.2	-109.0	1.5	-0.2	-39.2	-25.9	7.1	-39.3
Cc1ccc(OCC(=O)NCc2ccco2)cc1C	4.4	-0.4	5.5	6.8	-2.9	2.1	-2.2	-0.5	-10.4	-3.2	-2.5
Cc1nc(Nc2ccc3c(c2)OCCO3)c2nnn(Cc3ccccc3Cl)c2n1	54.7*	3.6	22.1	-4.2	23.8	35.1	-1.8	45.6	46.7	1.4	8.6
CCOC(=O)c1c(NC(=O)CSc2ncnc3[nH]ncc23)sc2c1CCC(C)C2 (configuration not stated)	20.1	-13.3	2.2	-1.3	8.7	0.9	2.1	16.3	1.5	21.6	-3.1
COc1ccc(C)cc1Nc1nc(N)c2ccccc2n1	-95.8	2.2	-4.9	-0.3	-145.9	-1.8	2.8	-15.2	-40.6	-10.3	-35.6

Random excerpt: 3 records from the list, in no set order.
SMILES	Peg3 prom inh	KKLEB tox	C8 TRAIL sens	hiPSC survival	HIF-2a inh	EBV LMP1 NFkB	NR2E3 ag-1	MITF TRPM1 inh	Shn3 inh set2	CF NFkB inh	NR2E3 ag-2
O=C(Nc1nccs1)C1CCN(S(=O)(=O)c2cccs2)CC1	5.9	7.8	-6.3	-0.6	12.9	-2.3	5.0	0.1	2.6	-11.5	6.5
Cc1nc(Nc2ccc3c(c2)OCCO3)c2nnn(Cc3ccccc3Cl)c2n1	54.7*	3.6	22.1	-4.2	23.8	35.1	-1.8	45.6	46.7	1.4	8.6
Cn1cccc1C(=O)NNC(=O)COc1ccccc1Cl	-79.0	-0.8	-8.4	0.2	-109.0	1.5	-0.2	-39.2	-25.9	7.1	-39.3

(more compounds)
SMILES	Peg3 prom inh	KKLEB tox	C8 TRAIL sens	hiPSC survival	HIF-2a inh	EBV LMP1 NFkB	NR2E3 ag-1	MITF TRPM1 inh	Shn3 inh set2	CF NFkB inh	NR2E3 ag-2
Cc1ccc(SCc2nc3ncccn3c2Br)cc1	-79.5	-5.7	3.8	0.6	-115.4	0.2	1.7	-53.3	0.7	-6.6	-50.1
COc1cc(C(C)=O)ccc1COc1ccc(C(=O)OCC(=O)NC2CCS(=O)(=O)C2)cc1OC (configuration not stated)	2.1	3.2	-6.1	4.3	21.6	4.7	0.0	1.9	0.5	-19.3	-15.2
N/C(=N\OC(=O)c1ccc2c(c1)OCO2)c1cccc(Br)c1	-290.8	-0.3	0.3	-0.5	-298.6	-25.3	-4.1	-112.9	-56.2	-3.9	-68.3
CSc1nc2c(cc1C#N)CCCCC2	-2.7	3.6	-6.6	0.5	10.5	2.0	1.6	-10.2	-22.4	14.2	-5.4
COc1ccc(S(=O)(=O)N(C)C)cc1NCC(=O)Nc1cccc(C#N)c1	4.2	-4.2	-4.6	-0.1	8.7	-5.0	2.7	-5.4	-7.0	-1.5	-25.6
COc1ccc(C2CC(=O)N(c3ccccc3)C3=C2C(=O)CCC3)cc1 (configuration not stated)	4.9	3.1	3.4	-0.6	9.3	x	2.3	x	6.4	1.0	-15.3
C=CCNCCCCOc1ccccc1-c1ccccc1	9.1	-7.3	-5.7	-1.1	17.3	-1.2	-0.6	-11.0	-3.0	17.1	-4.0
c1ccc2c(c1)nc(N1CCOCC1)c1c3ccccc3[nH]c21	13.2	0.0	-8.8	0.1	-9.8	-18.0	1.5	3.5	-2.5	-156.1	-4.5
Cn1c(=O)c2c(nc(Br)n2CCSc2ncccn2)n(C)c1=O	7.6	3.6	3.0	-3.2	8.9	-1.8	2.6	-8.4	9.3	2.4	-13.0
CC12CC(NC(=O)N1Cc1ccccc1)c1ccccc1O2 (configuration not stated)	19.4	-1.8	-18.3	1.6	18.7	0.5	3.0	0.8	10.0	-4.3	-8.5
O=c1cc(CN2CCN(c3ccccc3)CC2)c2cc(O)c(-c3ccccc3)cc2o1	13.4	15.3	12.8	-1.6	7.9	-32.8	-3.1	49.6	17.8	-8.4	-27.8
CCn1c(=O)c(C(=O)Nc2ccccc2C)c(O)c2ccccc21	-4.3	-15.2	-6.4	-0.2	-44.9	-9.4	-2.1	7.8	-17.1	-13.9	-6.6
O=C(CSc1nnc(CNC(=O)c2ccco2)o1)Nc1cccc(C(F)(F)F)c1	2.0	-7.6	4.8	-0.5	12.5	-4.1	-0.2	6.5	-9.7	16.9	-13.9
COc1ccc(OC)c(Cc2nnc(CCC(=O)NCc3ccsc3)o2)c1	-39.4	-0.9	1.7	3.6	-103.7	-11.3	1.9	-11.9	-21.6	5.0	-11.6
O=C(CN(Cc1ccc(Cl)cc1)C(=O)CN1C(=O)COc2ccccc21)NC1CCCC1	10.6	7.2	-11.3	-0.2	9.3	8.8	7.3	-15.8	7.0	3.6	-20.7
Cc1cccc(N2CCN(C(=O)c3ccc(CNc4c(N5CCC(C)CC5)c(=O)c4=O)cc3)CC2)c1C	36.6	-6.2	13.1	-0.9	19.6	-0.8	0.2	22.7	17.3	17.0	13.6
CN(CC(=O)Nc1ccc(N2CCOCC2)cc1)Cc1cc(=O)n2ccsc2n1	11.8	-10.2	-1.8	-0.7	16.3	4.6	-0.2	2.7	-1.1	-8.0	-32.5
CCOc1ccccc1N/C=C/C(=O)C(C)(C)C	-1.8	5.1	-4.3	2.1	-0.8	1.7	1.5	10.4	9.2	-13.8	-7.5
COc1cccc(C(=O)NCc2ccco2)c1	-1.6	-0.5	-6.3	-0.6	-3.8	-0.9	1.7	x	-3.3	-15.9	8.0
COc1ccc(C(CNC(=O)c2cccc(NS(=O)(=O)c3ccc(C)c(F)c3)c2)N2CCCC2)cc1 (configuration not stated)	-37.8	4.2	5.9	-0.5	-13.5	-5.8	-4.0	-22.4	1.8	1.3	-15.9
COc1ccc2nc(NC(=O)c3ccc(NS(=O)(=O)c4cccs4)cc3)sc2c1	-121.6	5.2	20.6	1.2	-172.8	4.4	1.4	-14.8	-18.2	-32.7	-21.1
CC(C)(C)C(=O)Nc1ccc(-c2nnc3n2CCCCC3)cc1	-3.5	7.4	-7.2	-0.4	-0.4	-0.7	x	0.5	0.9	6.2	-19.4

Assay outcomes deposited in PubChem by several laboratories.
